From PubChem BioAssay
PRMT1 inh: inhibitors of human PRMT1 | recombinant PRMT1, activity-based probe fluorescence polarization | inhibition, % at 2.79 µM | 370,000 compounds, 1.3% hits;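 active = inhibition above about 21% made by adding two undisclosed values, limit read from the data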
Target sequence (Q99873 whole entry, looked up): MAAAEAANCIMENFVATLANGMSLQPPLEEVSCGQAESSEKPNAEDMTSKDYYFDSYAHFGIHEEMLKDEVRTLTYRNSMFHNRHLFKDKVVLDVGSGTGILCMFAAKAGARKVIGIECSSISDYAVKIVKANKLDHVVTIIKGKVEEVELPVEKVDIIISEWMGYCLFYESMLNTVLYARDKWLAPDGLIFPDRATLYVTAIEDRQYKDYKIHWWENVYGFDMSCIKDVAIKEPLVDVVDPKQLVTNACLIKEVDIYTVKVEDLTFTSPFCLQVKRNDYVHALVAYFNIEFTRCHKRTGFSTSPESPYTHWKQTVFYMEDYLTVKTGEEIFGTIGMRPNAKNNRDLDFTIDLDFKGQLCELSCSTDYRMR
ABHD4 inh: ABHD4 (mouse) inhibition, primary FP screen | Q8VD66 | purified mABHD4, FP-Rh probe fluorescence polarization | inhibition, % at 8.92 µM | 370,000 compounds, 0.54% hits;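 active = inhibition exceeding the mean over every tested compound plus 3 SD, cut at about 30% in these data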;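 note: 0% = plate median of compound wells and 100% = S159A mutant with DMSO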
Target sequence (Q8VD66 whole entry, looked up): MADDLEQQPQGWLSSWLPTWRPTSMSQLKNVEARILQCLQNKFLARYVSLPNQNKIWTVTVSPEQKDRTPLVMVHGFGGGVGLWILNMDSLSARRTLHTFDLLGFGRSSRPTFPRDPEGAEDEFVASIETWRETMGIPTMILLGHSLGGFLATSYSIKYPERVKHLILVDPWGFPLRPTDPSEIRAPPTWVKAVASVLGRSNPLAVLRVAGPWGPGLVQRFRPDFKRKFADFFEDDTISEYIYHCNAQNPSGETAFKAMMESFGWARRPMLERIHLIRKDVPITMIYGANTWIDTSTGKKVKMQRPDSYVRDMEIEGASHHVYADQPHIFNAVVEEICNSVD
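Assay system: wild-type mouse ABHD4 protein; compound: single nominal dose of 8.92 µM, 0.89% DMSO final; schedule: 45 min + 60 min at 25 °C; measured by: FP readout, ex 525 nm / em 598 nm; evaluation: % inhibition of FP-Rh probe binding versus controls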
SIAE inh: blocks human sialic acid acetylesterase; Q9HAT2; SIAE FP-Rh probe binding, fluorescence polarization; inhibition, % at 9.66 µM; 370,000 compounds, 0.69% hits;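 active = inhibition above a cutoff: mean of compounds within the control limits plus 3 SD of those, cut at about 17% in these data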;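 note: 0% = plate median of compound wells and 100% = probe without SIAE protein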
UHRF1 MBD2 ctr: blocks human UHRF1 binding to methylated DNA | UHRF1 binding to methylated oligo, TR-FRET | inhibition, % at 4.4 µM | 370,000 compounds, 0.75% hits; in the data active = inhibition above about 21%;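 note: UHRF1 SRA domain binding a hemimethylated CpG hairpin DNA probe; 0% = median of test compound wells and 100% = reference inhibitor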
Tn7 DDE FP: disrupts Tn7 cyclic peptide binding to fibrin D-Dimer-E complex; FP displacement of FITC-Tn7 peptide from fibrin DD(E); 0% = median of compound wells per plate; inhibition, % at 8.3 µM; 370,000 compounds, 0.13% hits; AID 720508;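 active = inhibition above the mean of compounds falling within the control limits plus 3 SD of them, cut at about 14% in these data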;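 note: 0% = plate median of compound wells and 100% = 10 µM Aha-Tn7 peptide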
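Measure: % inhibition scaled between sample-field median and high-control FP; Test system: human fibrin DD(E); Quantity: 2 µM final DD(E) protein; Doses: one dose, 8.3 µM nominal; Schedule: compound with protein 10 min, then 3 h after probe, room temperature; Detection: fluorescence polarization; Medium: Tris buffer with calcium and detergent, pH 7.8.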
TDP2 inh: blocks human TDP2 phosphodiesterase activity | O95551 | AID 720702 | inhibition, % at 12.8 µM | 370,000 compounds, 0.34% hits | recombinant TDP2, T5PNP hydrolysis, p-nitrophenol absorbance 415 nm;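 active = inhibition above the mean of all tested compounds plus 3 SD, set per campaign, cut at about 25% in these data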;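 note: 0% = DMSO with enzyme and 100% = buffer with substrate but no TDP2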
Target sequence (O95551 whole entry, looked up): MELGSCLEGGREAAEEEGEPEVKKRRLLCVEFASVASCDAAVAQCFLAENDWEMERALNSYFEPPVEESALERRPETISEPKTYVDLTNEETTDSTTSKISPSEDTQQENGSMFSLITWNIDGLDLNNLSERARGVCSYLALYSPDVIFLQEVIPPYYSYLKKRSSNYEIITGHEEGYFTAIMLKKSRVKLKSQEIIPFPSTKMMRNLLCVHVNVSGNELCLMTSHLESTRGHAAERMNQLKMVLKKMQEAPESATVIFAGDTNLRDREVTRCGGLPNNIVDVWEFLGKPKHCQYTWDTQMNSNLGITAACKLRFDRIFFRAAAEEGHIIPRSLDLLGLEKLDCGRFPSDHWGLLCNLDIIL
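Read-out basis: percent inhibition. System: recombinant human TDP2. Buffer or medium: Mg2+-containing Tris-HCl buffer, pH 7.5. Repeats: single replicate. Timing: reaction 2 h, 37 °C. Benchmarks: high control without enzyme, low control DMSO plus TDP2. Probe or stimulus: 5 mM T5PNP. Doses: 12.8 µM only. Measured by: epi absorbance of p-nitrophenol freed from T5PNP by hydrolysis.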
HTRA1 inh: HTRA1 (human) protease inhibition. recombinant HTRA1, FP-rhodamine activity-based probe, fluorescence polarization. inhibition, % at 5.96 µM. 340,000 compounds, 0.5% hits; in the data active = inhibition above about 36%;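 note: 0% = enzyme with DMSO and 100% = wells lacking enzyme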
TCR-CD3 inh: blocks the human TCR-CD3 interaction. AID 651800. inhibition, % at 9.4 µM. TAMRA-labeled TCR probe fluorescence, biochemical. 360,000 compounds, 0.37% hits; in the data active = inhibition above about 19%;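 note: recombinant mutant TCR 2C K166C tagged with TAMRA read by polarization; 0% = receptor in buffer alone and 100% = receptor with positive control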
PG9 binder: binds the HIV-1 gp120 antibody PG9; TR-FRET gp120-PG9 antibody binding; inhibition, % at 6.7 µM; 360,000 compounds, 0.43% hits; AID 624416; in the data active = inhibition above about 8.5%
LEDGF integ inh: blocks HIV-1 LEDGF/p75-dependent DNA integration. TR-FRET IN-LEDGF/p75 DNA integration, Eu/Cy5. inhibition, % at 3.7 µM. 370,000 compounds, 0.64% hits;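 active = inhibition above the screen-wide mean plus 3 SD, cut at about 13% in these data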;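 note: signal is the Cy5 over europium emission ratio at 671 and 618 nm; 0% = plate median of compound wells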
* = called active by the depositor; . = not tested or not shown.

The opening three entries as a preview:
SMILES | PRMT1 inh | ABHD4 inh | SIAE inh | UHRF1 MBD2 ctr | Tn7 DDE FP | TDP2 inh | HTRA1 inh | TCR-CD3 inh | PG9 binder | LEDGF integ inh
Cc1cccc([C@@H]2[C@@H]3C(=O)N(Cc4ccccc4)C(=O)[C@@H]3[C@]3(Cc4ccc(Cl)cc4)C(=O)N(c4cccc(Br)c4)C(=O)N23)c1 | -2.2 | -6.4 | -11.3 | -1.4 | 4.9 | 6.2 | -4.7 | 2.7 | 0.5 | -1.3
COc1ccccc1NC(=O)CNC(=O)c1ccccc1 | -2.4 | -5.5 | -4.6 | 1.6 | 4.3 | 0.0 | 3.5 | 4.5 | 0.3 | -2.7
CC(=O)C(C)Oc1cc(C)cc2oc(=O)c(C)c(C)c12 (stereo not given) | -2.7 | 6.8 | 4.1 | -3.5 | -4.4 | -14.6 | 7.3 | 10.6 | -1.4 | 1.5

This part in full, from the start:
SMILES | PRMT1 inh | ABHD4 inh | SIAE inh | UHRF1 MBD2 ctr | Tn7 DDE FP | TDP2 inh | HTRA1 inh | TCR-CD3 inh | PG9 binder | LEDGF integ inh
Cc1cccc([C@@H]2[C@@H]3C(=O)N(Cc4ccccc4)C(=O)[C@@H]3[C@]3(Cc4ccc(Cl)cc4)C(=O)N(c4cccc(Br)c4)C(=O)N23)c1 | -2.2 | -6.4 | -11.3 | -1.4 | 4.9 | 6.2 | -4.7 | 2.7 | 0.5 | -1.3
COc1ccccc1NC(=O)CNC(=O)c1ccccc1 | -2.4 | -5.5 | -4.6 | 1.6 | 4.3 | 0.0 | 3.5 | 4.5 | 0.3 | -2.7
CC(=O)C(C)Oc1cc(C)cc2oc(=O)c(C)c(C)c12 (stereo not given) | -2.7 | 6.8 | 4.1 | -3.5 | -4.4 | -14.6 | 7.3 | 10.6 | -1.4 | 1.5
OCC(O)C1OC(Oc2ccccc2)C(O)C(O)C1O (stereo not given) | -3.4 | -0.6 | -0.3 | -0.5 | 0.1 | 2.8 | 2.4 | -0.4 | 0.6 | 0.1
Cc1nc(NC(=O)CSc2nnc3ccccn23)c(Cl)cc1Cl | -3.2 | -5.5 | 5.6 | 0.2 | 4.0 | -1.1 | 1.3 | -0.6 | 0.2 | -1.1
COc1ccc(N(CC(=O)NC2CCCC2)C(=O)Cn2nnc(-c3ccc(OC)c(OC)c3)n2)cc1 | 2.1 | 4.5 | -1.1 | 2.8 | -0.1 | -0.5 | -2.8 | 0.0 | -2.2 | -1.8
CCN(CC)c1ccc2cc(C(=O)NCc3ccc(F)cc3)c(=N)oc2c1 | -5.5 | -3.4 | -9.3 | 1.5 | -5.2 | 2.8 | -6.4 | 1.4 | -3.2 | -0.2
O=C(CCCOc1ccc(Cl)cc1)N1CCCCC1 | 1.7 | 6.3 | -1.2 | 1.1 | 8.3 | -10.2 | 8.3 | -0.5 | -0.1 | -3.4
CN(C)CC(=O)Nc1ccc(Oc2ccc(Cl)cc2)cc1 | 0.8 | -0.7 | 6.8 | -1.8 | 2.8 | 1.2 | 3.4 | 1.3 | -4.0 | -1.2
CCCCNC(=O)C[C@@H]1C(=O)N2CCCC3=C2[C@@]1(C(=O)OCC)CCC3 | 1.0 | -1.4 | 1.3 | 0.3 | 1.6 | 0.0 | . | . | . | -0.4
O=C(Cc1ccccc1)N/N=C/c1cc(Br)cc(Br)c1O | 4.6 | 6.8 | 13.8 | -2.1 | -0.9 | -4.8 | 20.2 | 23.0* | -0.9 | -2.2
NC(=O)C1CCC(NC(=O)OCc2ccccc2)CC1 (stereo not given) | -2.2 | 2.3 | -5.8 | -1.0 | 2.1 | 1.3 | 3.4 | 5.6 | -0.1 | 1.2
COC(=O)C(O)(CC(=O)Nc1ccc(OC)cc1)C(F)(F)F (stereo not given) | -0.7 | 3.6 | -0.1 | 2.6 | 2.1 | 5.1 | 0.6 | 1.1 | -2.5 | 5.5
COc1ccc(NC(=O)CCS(=O)(=O)c2ccccc2Cl)cc1S(=O)(=O)Nc1ccc(Cl)cc1 | 2.9 | -7.6 | -15.8 | -0.9 | 3.2 | -2.2 | -36.9 | 4.5 | 2.9 | -0.6
N#Cc1cc([N+](=O)[O-])ccc1N1CCN(c2ccccc2O)CC1 | -1.0 | 0.0 | 14.8 | -3.2 | 8.4 | -3.4 | 4.6 | 4.7 | 1.8 | -0.9
Cc1cccc(Oc2cc([N+](=O)[O-])cc3c2C(=O)Nc2ccccc2O3)c1 | -1.8 | -19.8 | -48.8 | -0.3 | -10.6 | -6.8 | -22.8 | 2.0 | -1.9 | 2.6
CCCOc1ccc(C(=O)Nc2cccnc2)cc1 | 3.0 | -0.8 | 3.3 | -1.0 | 9.1 | 2.4 | 4.0 | -0.2 | 0.6 | -6.0
CCCn1cc(S(=O)(=O)c2ccc(C)cc2)c(=O)c2cc(OC)ccc21 | -5.0 | -2.8 | 3.8 | -5.7 | 0.2 | 6.7 | -9.3 | 1.1 | 0.6 | 1.9
Cc1c(NC(=O)/C(=C/c2cccs2)c2cccs2)c(=O)n(-c2ccccc2)n1C | -0.3 | -2.7 | 4.8 | -0.7 | -2.0 | -16.0 | 1.1 | -1.6 | -2.5 | 4.0
O=[N+]([O-])c1ccc(Cl)cc1NCc1cccnc1 | -1.7 | -0.1 | -5.7 | 3.0 | -1.2 | -2.6 | -6.0 | -9.6 | -1.2 | 4.1
COc1ccc(NC(=O)CCCCCN2C(=O)[C@@H]3Cc4ccccc4CN3C2=O)cc1Cl | -2.5 | -2.1 | -2.1 | 0.8 | 0.1 | -0.1 | 2.3 | 4.8 | -0.7 | -0.1
c1ccc(NC2=Nc3cccc4cccc2c34)cc1 | -1.7 | 2.0 | 0.2 | 1.1 | -1.1 | 3.2 | -7.9 | 1.8 | -2.5 | 6.0
CCOc1ccc(N/C=C\C(=O)c2ccc3c(c2)OCO3)cc1 | 0.3 | 3.9 | -2.5 | -3.1 | -2.2 | -2.9 | 5.1 | 3.2 | 0.4 | -4.3
O=C(CSc1nnc(-c2ccccc2F)n1C1CCCCC1)Nc1cc(C(=O)O)ccc1Cl | 2.7 | -6.7 | 5.2 | -1.0 | 3.4 | -11.4 | -3.2 | 7.3 | 1.6 | 0.9
Cc1cccc(-c2cccc(NC(=O)C3CCCN(C(=O)c4cccnc4)C3)c2)c1 (stereo not given) | 0.3 | 2.2 | -0.3 | 0.8 | -0.9 | -15.3 | -6.1 | -8.9 | -0.2 | -2.5
Cc1nn(CC(=O)Nc2ccc(Cl)cn2)c(C)c1[N+](=O)[O-] | 1.6 | -6.4 | -2.7 | 2.6 | -5.1 | -5.9 | 2.5 | 7.1 | -1.8 | -0.3
CCOC(=O)C1CCCN(c2c(NCc3ccco3)c(=O)c2=O)C1 (stereo not given) | -1.6 | 1.0 | -2.3 | -1.0 | -5.5 | -1.0 | 1.0 | 14.2 | 1.4 | 3.6
COc1ccc(C(=O)NNC(=O)COc2ccc(Cl)cc2)c(OC)c1 | -2.6 | -0.8 | 10.2 | 1.8 | -0.8 | -8.4 | 17.5 | 25.1* | -0.8 | -2.7
CCN1CCn2c1nc(N1CCOCC1)nc2=O | 0.9 | 2.2 | 0.0 | -1.1 | 1.3 | 3.5 | 10.7 | 1.5 | -0.5 | 1.6
COc1ccc(-c2cc(C(=O)NCc3ccc(Cl)cc3)no2)cc1OC | 1.0 | 2.8 | -5.4 | 2.6 | -1.7 | -1.8 | -3.8 | -9.0 | 2.0 | -5.7
COc1ccc(NC(=O)c2c(N)no[n+]2[O-])c(OC)c1 | 1.1 | -3.6 | 2.3 | -1.3 | 6.2 | 8.5 | 8.2 | 0.6 | -0.7 | 1.1
CN(Cc1nc(-c2ccncc2)no1)S(=O)(=O)c1ccc(Br)cc1 | -3.1 | -4.6 | 0.0 | -1.2 | 1.9 | 2.4 | -7.1 | 2.5 | 1.9 | -0.6
CCOC(=O)C1(CCOc2ccccc2)CCN(CC=C(C)C)CC1 | 4.9 | -15.2 | -7.7 | 8.2 | 5.0 | -0.4 | -2.9 | -6.2 | -0.1 | 1.3
CCOc1ccc(CSC2=NCCN2)cc1[N+](=O)[O-] | 1.8 | 0.5 | 0.1 | 1.9 | 4.4 | 2.7 | 8.6 | 4.0 | -1.9 | 1.3
CCOC(=O)CNC(=O)Cn1cnc2sc(C)c(S(=O)(=O)N3CCC(C)CC3)c2c1=O | 2.6 | -5.9 | 5.8 | -0.4 | 0.7 | 11.6 | 8.7 | -1.6 | 0.2 | 0.1
COc1ccc(NC(=O)c2cccnc2Sc2ccccc2)c(OC)c1 | -0.3 | 1.3 | 2.5 | -2.5 | -3.2 | 11.2 | 1.7 | -2.1 | -1.2 | -1.3
Cc1ccc2c3c(c(SCC(=O)Nc4nonc4C)nc2c1)CCCC3 | -4.0 | 2.4 | 0.2 | -1.0 | 2.9 | -16.5 | -3.4 | 6.4 | -0.4 | -3.1
O=C(c1cccc(F)c1)N(Cc1ccccn1)CC1CCCO1 (stereo not given) | 3.4 | 4.7 | -0.5 | 0.0 | 2.1 | -0.8 | . | . | . | 0.6
N/C(=N\OC(=O)c1ccc(Cl)cc1)c1ccc(Cl)cc1 | -4.6 | 2.5 | -5.4 | 0.5 | 0.4 | 1.8 | -5.7 | 7.0 | -0.8 | -2.9
OC(c1cccnc1)c1nc(-c2cccc(F)c2)cs1 (stereo not given) | 2.4 | -3.1 | 1.9 | -1.2 | 3.2 | 1.1 | . | 2.2 | 0.4 | -0.7
O=C1NC(=O)C(Cc2c[nH]c3ccccc23)N1 (stereo not given) | 2.2 | 0.2 | 9.3 | -1.4 | -2.1 | 6.8 | 5.1 | -1.2 | 1.0 | -3.0
Cc1cc([N+](=O)[O-])nn1CC(=O)N/N=C/c1ccccc1Br | 1.2 | -3.5 | -2.9 | 3.9 | 4.7 | 1.3 | -0.4 | -0.3 | -1.0 | -5.3
Cc1cc(C)c(S(=O)(=O)NC(CC(=O)O)c2cccc([N+](=O)[O-])c2)c(C)c1 (stereo not given) | -0.9 | 5.5 | 0.0 | 19.1 | -0.7 | 8.0 | -9.9 | 8.2 | 0.0 | 0.6
Cc1ccc(C2=NN(C)c3nc4ccccc4n3C2)cc1 | 0.3 | 4.7 | 0.4 | -2.1 | 4.7 | 9.9 | -7.9 | -1.5 | -1.1 | -0.4
Cc1oc(-c2ccccc2Cl)nc1Cn1cccc1C1=NC(c2ccccc2)CO1 (stereo not given) | -2.4 | 2.6 | -0.6 | 1.2 | -2.4 | 7.7 | -6.3 | -1.6 | -2.2 | -2.3
Cc1ccc(C(=O)NCc2ccco2)o1 | -4.4 | 5.4 | 1.0 | 0.3 | 5.0 | 16.6 | 5.4 | -0.7 | -1.1 | -1.1
COc1ccc(CNC(=O)CCS(=O)(=O)c2ccc3c(c2)CCN3C(C)=O)cc1 | -0.9 | -5.9 | -2.8 | -1.4 | 9.8 | -14.1 | 1.1 | 5.9 | 0.3 | -2.2
COc1cc2c(cc1OC)CN(C(=O)Cc1ccccc1)CC2 | 1.0 | 3.5 | 3.8 | -5.6 | 5.7 | 9.8 | -0.3 | -4.1 | -1.2 | -1.2
